Source: PubChem BioAssay
NPR2 activator = human GC-B receptor activators, primary screen, HEK293 GC-B cells, cGMP TR-FRET, EC30 CNP | Atrial natriuretic peptide receptor 2 (Homo sapiens), P20594 | 0% at EC30 CNP, 100% saturating CNP | activation, % at 10 µM | actives 0.11% (n = 370,000) | AID 1920062, 2024;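 active = activation at 10 µM reaching about 35% in either raw or pattern-adjusted values, limit read from the data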
ASAP1 GAP inh = inhibitors of human ASAP1 ArfGAP activity, primary screen, biochemical, fluorescence polarization. AID 624377, 2012. Arf-GAP with SH3 domain, ANK repeat and PH domain-containing protein 1 (Homo sapiens), …. actives 0.19% (n = 360,000). ASAP1-stimulated ARF1 GTP hydrolysis, GDP FP detection. inhibition, % at 16.5 µM; in the data active = inhibition above about 25%;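 also: 0% = vehicle with enzyme and substrate and 100% = no enzyme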
Tn6 DDE FP = inhibitors of Tn6 peptide binding to fibrin DD(E), primary screen, biochemical, fluorescence polarization, human fibrin, Tn6 probe | actives 0.21% (n = 370,000) | AID 720509, 2013 | Fibrinogen beta chain (Homo sapiens), P02675 | inhibition, % at 8.3 µM | Fibrin DD(E) TRITC-Tn6 fluorescence polarization displacement;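 active = inhibition above a per-campaign cutoff: mean of compounds within control limits plus 3 SD, cut at about 15% in these data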;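 also: 0% = median of all compound wells on the plate and 100% = blocking peptide control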
Target sequence (P02675 whole entry, looked up): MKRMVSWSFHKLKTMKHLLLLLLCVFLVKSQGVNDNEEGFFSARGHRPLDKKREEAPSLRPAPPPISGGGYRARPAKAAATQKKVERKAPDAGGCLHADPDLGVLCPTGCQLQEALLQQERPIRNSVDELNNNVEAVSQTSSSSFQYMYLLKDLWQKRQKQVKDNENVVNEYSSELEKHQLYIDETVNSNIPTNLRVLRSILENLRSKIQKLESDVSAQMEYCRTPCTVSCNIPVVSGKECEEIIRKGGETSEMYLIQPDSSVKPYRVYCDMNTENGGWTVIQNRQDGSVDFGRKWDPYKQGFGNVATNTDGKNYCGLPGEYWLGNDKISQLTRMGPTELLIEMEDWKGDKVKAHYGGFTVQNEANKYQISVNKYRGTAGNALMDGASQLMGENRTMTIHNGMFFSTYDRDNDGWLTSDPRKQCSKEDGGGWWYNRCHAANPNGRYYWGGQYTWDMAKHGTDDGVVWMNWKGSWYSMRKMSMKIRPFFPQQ
proKLK7 act = proKLK7 zymogen activators, primary screen, biochemical, fluorescence intensity; Kallikrein-7 (Homo sapiens), P49862; purified proKLK7, EDANS-DABCYL substrate fluorescence; 100% is mature enzyme control, 0% vehicle; activation, % at 7 µM; actives 0.9% (n = 370,000); AID 652039, 2013;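 active = activation above the mean of all tested compounds plus 3 SD, computed per campaign excluding outliers beyond control limits, cut at about 13% in these data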
Target sequence (P49862 whole entry, looked up): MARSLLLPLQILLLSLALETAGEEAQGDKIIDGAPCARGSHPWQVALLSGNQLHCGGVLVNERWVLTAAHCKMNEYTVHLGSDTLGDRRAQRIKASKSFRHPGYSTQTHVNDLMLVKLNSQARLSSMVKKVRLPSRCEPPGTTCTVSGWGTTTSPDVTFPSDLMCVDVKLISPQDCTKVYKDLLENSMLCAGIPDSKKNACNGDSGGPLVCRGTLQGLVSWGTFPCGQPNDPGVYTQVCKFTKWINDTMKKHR
ADAM10 inh = human ADAM10 inhibitors, primary screen, biochemical, QFRET, HTS; actives 0.62% (n = 370,000); recombinant ADAM10, EDANS/DABCYL FRET peptide cleavage, 3 h; Disintegrin and metalloproteinase domain-containing protein 10 (Homo sapiens), O14672; inhibition, % at 7 µM;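 active = inhibition above a per-campaign cutoff equal to the mean of compounds falling between control-based bounds plus 3 SD, cut at about 20% in these data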;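 also: 0% = DMSO wells while the 100% control is not disclosed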
FXN GAA850 act = FXN promoter activators, primary screen, cell-based, luciferase luminescence, HEK293 lucGAA850; AID 540364, 2011; actives 0.56% (n = 360,000); activation, % at 6 µM; HEK293 lucGAA850 FXN promoter luciferase reporter, 24 h; percent of 10 µM SAHA response;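 active = activation above the average of all compounds screened plus 3 SD, cutoff fixed separately per campaign, cut at about 7.5% in these data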;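 also: 0% = DMSO wells and 100% = 10 µM SAHA wells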
sPLA2-III inh = human group III sPLA2 inhibitors, primary screen, biochemical, QFRET, BODIPY PC-A2 liposome substrate; Group 3 secretory phospholipase A2 (Homo sapiens), Q9NZ20; AID 743126, 2013; actives 0.56% (n = 370,000); inhibition, % at 12.2 µM; QFRET BODIPY PC-A2 liposome hydrolysis, fluorescence;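 active = inhibition above mean plus 3 SD of compounds lying within the high and low control bounds, cut at about 19% in these data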;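 also: 0% = median of test compound wells and 100% = no enzyme DMSO wells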
GC-A act = GC-A stimulated cGMP production enhancers – HEK293 GC-A cells, cGMP TR-FRET, EC30 ANP, primary screen | Atrial natriuretic peptide receptor 1 (Homo sapiens), P16066 | 0% at EC30 ANP, 100% saturating ANP | activation, % at 10 µM | actives 0.14% (n = 370,000) | AID 1671463, 2021; in the data active = activation above about 40%
rCAG RNA binder = binders of r(CAG) RNA repeats, primary screen, biochemical, fluorescence | inhibition, % at 3 µM | actives 1.3% (n = 370,000) | r(CAG) RNA repeat, TO-PRO-1 dye displacement fluorescence;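 active = inhibition above the plate cutoff, the mean of all test compounds on that plate plus 3 SD, cut at about 35% in these data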;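 also: 0% = DMSO alone and 100% = 100 µM mitoxantrone as full dye displacement; higher means more dye released from RNA so lower well fluorescence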
ARFGAP1 inhibitor = inhibitors of rat ARFGAP1 GAP activity, primary screen, biochemical, fluorescence polarization, GDP tracer; AID 651572, 2012; inhibition, % at 16.5 µM; actives 0.26% (n = 360,000); Arfgap1-stimulated ARF1 GTP hydrolysis, GDP FP detection;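 active = inhibition above a per-plate limit, mean inhibition of low control wells plus 3 SD, cut at about 25% in these data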;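 also: 0% = DMSO wells with enzyme and 100% = wells lacking Arfgap1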
Target sequence (Q62848 1-136 limits assumed): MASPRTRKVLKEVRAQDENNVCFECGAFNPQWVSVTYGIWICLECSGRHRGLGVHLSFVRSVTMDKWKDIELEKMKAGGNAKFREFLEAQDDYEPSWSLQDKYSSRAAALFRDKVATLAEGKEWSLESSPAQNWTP
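Repeats: one replicate per compound; assay system: rat Arfgap1 catalytic domain, aa 1-136; times: enzyme reaction 120 min at 25 °C after 20 min preincubation; detection: FP of antibody-bound GDP Alexa 633 tracer, ex 620/em 688 nm; benchmarks: high control wells lacking Arfgap1, low control full reaction with DMSO; reagent: human ARF1(Δ1-17)-GTP substrate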
Numbers without * were called inactive; i = inactive; . = no result given.

Order of values – NPR2 activator	ASAP1 GAP inh	Tn6 DDE FP	proKLK7 act	ADAM10 inh	FXN GAA850 act	sPLA2-III inh	GC-A act	rCAG RNA binder	ARFGAP1 inhibitor
1: O=C(Nc1cccc(Cl)c1)C1CCCN(c2cnccn2)C1 (configuration not stated)
  -1	17	9	-0.6	-60	-0.5	4	-5	-2	4
2: COC(=O)c1ccc2c(=O)[nH]c(CCl)nc2c1
  -1	-4	5	-5.3	-41	-0.3	1	-1	3	-17
3: COc1ccc(NC(=O)c2cc(C3CCCCN3C(=O)OCCF)on2)c(C)c1 (configuration not stated)
  1	2	13	1.0	-5	-1.5	-3	3	-2	1
4: CCc1ccc(CNCc2ccc(OCC(O)CN(C)Cc3ccccc3)cc2)nc1 (configuration not stated)
  5	-5	1	0.5	2	1.3	-10	-1	-9	-3
5: C=CCn1cc(C(=O)N2CCN(c3ccccc3)CC2)c(=O)c2cc(S(=O)(=O)N3CCCC3)ccc21
  1	7	5	0.1	3	1.0	2	1	-1	-1
6: O=C(NCc1ccccc1)C(c1ccccc1)n1c(-c2ccncc2)nc2ccccc21 (configuration not stated)
  -14	-6	7	0.6	-18	.	-9	-20	1	-12
7: CC(C)(C)C1CCC(=NNC(=O)C(=O)NCc2ccco2)CC1 (configuration not stated)
  2	-6	4	-0.1	-6	0.8	-3	0	0	5
8: CC1CN(S(=O)(=O)c2cccc(C(F)(F)F)c2)C(C)N1C(=O)N1CCOCC1 (configuration not stated)
  2	2	-8	0.7	-2	1.7	-1	4	-1	-10
9: O=C(NCC1CCCO1)C(=O)N/N=C/c1cccc(Cl)c1 (configuration not stated)
  -1	-10	3	0.4	-8	2.8	5	1	-3	-1
10: O=C(Nc1ccccc1)c1cnc[nH]1
  5	2	4	0.0	0	3.3	11	4	0	-8
11: COc1ccc(NC(=O)Cn2cc(C(C)=O)c3ccccc32)cc1
  -1	2	-3	0.0	-2	-0.1	-4	-2	-1	-2
12: Nn1c(SCc2c(Cl)cccc2Cl)nnc1-c1n[nH]c2c1CCC2
  2	.	1	-0.8	-3	.	6	6	1	.
13: COc1ccc(-n2c(CN3CCN(Cc4ccccc4)CC3)nc3ccc([N+](=O)[O-])cc3c2=O)c(OC)c1
  -2	-6	-3	0.0	-4	1.5	6	-3	2	7
14: O=C(CSc1n[nH]c(-c2ccncc2)n1)Nc1ccc(Br)cc1
  -5	-7	4	-0.5	9	-1.8	0	4	3	-4
15: Cc1c(F)cccc1NC(=O)CCC(=O)O
  6	2	1	-0.7	8	-0.7	6	0	2	5
16: COc1ccc(Cc2noc(CN(C)CCN3CCc4ccccc4C3)n2)cc1OC
  6	0	3	-0.1	-2	3.3	3	0	-12	5
17: COc1ccccc1N1CCN(C(=O)c2oc3cc(C)c(C)cc3c2C)CC1
  -5	9	-5	0.3	1	0.4	1	0	3	0
18: Cc1nc2ccccc2cc1C(=O)N(C)Cc1ccccc1
  1	-9	0	0.6	-3	1.6	1	-3	-4	7
19: C=CCn1c(C)cc(C)c(C#N)c1=O
  -3	10	0	-0.2	-22	0.2	6	3	0	17
20: CNC(=S)N/N=C(\C)c1ccc2c(c1)OCCO2
  8	0	-3	0.3	10	1.5	17	1	3	8
21: O=C(OCC(=O)N1CCN(C(=O)c2ccco2)CC1)c1cccc(F)c1
  4	-4	-2	0.3	-6	0.5	4	2	3	7
22: COCCCNC(=O)c1ccc2sc([C@@H]3O[C@H](CO)[C@H](O)[C@H](O)[C@H]3O)nc2c1
  -3	-7	-2	-0.2	-2	0.9	-1	1	3	2
23: Cc1ccc(S(=O)(=O)NCCCN(C)C)cc1
  -1	2	-4	-0.9	3	1.7	2	-1	0	-4
24: O=c1oc(-c2ccccc2NS(=O)(=O)c2ccccc2)nc2ccccc12
  -2	0	-4	-0.7	-6	1.6	-21	0	29	-1
25: O=C(O)CCCC(=O)Nc1ccccc1-n1ccnc1
  5	4	6	-0.3	-4	0.3	2	4	1	-8
26: CC(=O)c1ccc(N2CCN(C(=O)c3cccs3)CC2)c(F)c1
  -2	7	2	-0.1	-2	3.5	-4	-2	-2	13
27: CCOC(=O)CNC(=O)Nc1cc(C(C)(C)C)nn1-c1ccccc1
  -8	3	2	0.1	-4	0.6	-1	1	-3	2
28: O=C(CN1C(=O)C2CCCCC2C1=O)Nc1nc(-c2ccccn2)cs1 (configuration not stated)
  3	7	-3	-0.9	-11	-1.7	1	4	2	-8
29: O=C(c1cc(-c2ccccc2)nc2ccccc12)N1CCN(c2ccccn2)CC1
  8	-5	-3	-0.1	6	6.0	-10	-3	-4	-2
30: O=C(Nc1ccc(N2CCOCC2)cc1)C1(S(=O)(=O)c2ccccc2)CC1
  6	-2	-5	0.9	-10	-2.1	-2	2	-6	-1

Additional structures follow:
Order of values – NPR2 activator	ASAP1 GAP inh	Tn6 DDE FP	proKLK7 act	ADAM10 inh	FXN GAA850 act	sPLA2-III inh	GC-A act	rCAG RNA binder	ARFGAP1 inhibitor
31: CCN(CC)c1ccc(/C=C(\C#N)C(N)=S)cc1
  -10	11	-7	-0.1	10	1.6	8	-7	-21	12
32: Cc1ccc(C(=O)N(CC(=O)NC2CCCC2)c2ccc(F)cc2)s1
  1	4	0	1.2	-3	-0.8	-4	-1	-1	1
33: CCn1c(CN2CCN(c3ccc(OC)cc3)CC2)nc2cc(S(=O)(=O)N(C)C)ccc21
  -3	7	-3	0.1	2	0.6	3	1	-3	-10
34: CCN(C[C@H]1N[C@@](C)(C(=O)OC)[C@H]2C(=O)N(C)C(=O)[C@@H]12)C(=O)Nc1ccccc1
  5	-5	0	0.1	-11	-0.5	18	5	1	4
35: Cc1cc(C)cc(NC(=O)CN2CCC(NC(=O)c3cccc(F)c3)CC2)c1
  2	9	-8	0.3	7	1.6	-4	-6	-3	8
36: N#Cc1ccc(C(C(=O)NCc2ccccc2)n2c(=O)c(-c3ccco3)nc3ccccc32)cc1 (configuration not stated)
  -5	4	-2	-5.0	-185	.	0	-4	39*	-4
37: Cc1ccccc1-c1nc(S(=O)(=O)c2ccccc2)c(NCCCN2CCOCC2)o1
  -2	10	3	-0.3	-4	2.3	-14	-1	3	0
38: CCOC(=O)[C@@H]1[C@H]2COc3cc(OC)ccc3[C@@H]2N2C(=O)N(c3ccccc3)C(=O)[C@@]12C
  -8	-1	0	-0.2	4	-1.8	2	-5	-5	15
39: Cc1cccc(C)c1NC(=O)N1CCCC1C(=O)Nc1ccc(-n2cnnn2)cc1 (configuration not stated)
  1	-12	1	-0.3	6	-0.5	-2	-2	3	-2
40: O=C(Nc1ccc2nc3n(c(=O)c2c1)CCCCC3)C(=O)N1CCN(c2ccc(F)cc2)CC1
  -2	-5	-2	0.3	-6	-1.2	2	3	-1	-4
41: COc1ccc(Cl)cc1C=CC=NNS(=O)(=O)c1ccc(C)cc1
  3	-6	-1	2.5	-27	-2.7	-17	-6	28	4
42: COc1ccc(S(=O)(=O)N2CCOCC2)cc1NC(=O)Cc1c(F)cccc1Cl
  4	-6	-1	-0.1	-5	0.2	11	3	8	-3
43: COC(=O)C1CN(CCc2ccccc2)CCS(=O)(=O)N1Cc1ccc(C)cc1 (configuration not stated)
  -4	.	3	-0.4	3	.	-9	-3	0	.
44: CC(O)CNC(=O)c1ccc(-c2nn(C)c(=O)c3ccccc23)cc1 (configuration not stated)
  -1	-4	-1	0.5	-3	-0.8	4	0	-4	0
45: O=C(NN(C(=O)c1ccccc1)c1ccccc1)c1ccccc1
  2	17	-3	0.3	9	-0.9	4	-1	-1	1
46: Cc1c(S(=O)(=O)Nc2ccc3c(c2)OCCO3)c(=O)n(C)c(=O)n1C
  5	8	-6	-0.4	-1	1.0	0	2	-1	-3
47: O=C(NNC(=O)c1cnccc1C(F)(F)F)c1ccccc1
  3	2	-7	-1.3	-9	0.7	14	4	-3	7
48: O=C(NCCC1=CCCCC1)c1coc(=O)c(Br)c1
  -4	4	-4	4.4	i	17*	-5	10	-2	5
49: CC(C)(C)OC(=O)NCCCC[C@H](NC(=O)c1[nH]cnc1C(=O)Nc1ccccc1)C(=O)OC(C)(C)C
  2	13	-5	-0.2	36*	-0.9	-25	2	1	17
50: O=C(NCC1CCCO1)/C(=C/c1cn(-c2ccccc2)nc1-c1cccnc1)NC(=O)c1ccccc1 (configuration not stated)
  -3	-1	4	0.4	1	1.4	-7	-4	-5	1
51: CCCCn1nnnc1SCC(=O)NC1CCCCC1
  -1	1	-1	-0.2	1	0.1	13	2	-3	11
52: N#CC1(NC(=O)CSc2nc3ccccc3s2)CCCCC1
  7	-2	-9	0.2	6	0.8	-14	2	3	8
53: Cc1ccc(NC(=O)CSCC(=O)Nc2cc(S(=O)(=O)N3CCOCC3)ccc2OC(C)C)cc1
  -1	0	-5	-0.8	-1	2.2	-8	-3	2	-1
54: COc1ccc(S(=O)(=O)N(C)C[C@H]2Oc3ccc(NC(=O)Nc4ccc5c(c4)OCO5)cc3C(=O)N([C@H](C)CO)C[C@@H]2C)cc1
  2	-9	-13	-0.2	9	-2.5	-34	3	12	10
55: CCOC(=O)N1CCC(N2Cc3cccc(C(=O)Nc4ccccc4OC)c3C2=O)CC1
  -5	-14	2	-0.2	-1	-1.8	5	-3	-3	6
56: CC1C(=O)NN=C1c1ccc([N+](=O)[O-])cc1 (configuration not stated)
  -3	2	4	0.1	-9	-1.3	13	-3	1	-3
57: CN(C)CC(c1ccccc1)c1ccccc1
  -11	1	0	-0.1	2	-0.7	10	-5	-2	16
58: O=C(COc1ccc(-c2nnco2)cc1)Nc1ccc(F)c(Cl)c1
  -5	4	-4	0.1	-7	0.1	4	2	4	14
59: CCC(=O)NCCc1nc2cc(NC(=O)c3cccs3)ccc2n1C
  -1	-7	5	0.5	3	3.3	0	4	0	3
60: COc1ccc(S(=O)(=O)Nc2ccc(C)cc2)cc1N(C)S(=O)(=O)c1ccc(Cl)cc1
  -7	-14	-4	0.0	32*	1.7	-26	-10	10	2
61: CCN(CC)S(=O)(=O)c1ccc(N2CCOCC2)c(NC(=O)C2CSC3(C)CCC(=O)N23)c1 (configuration not stated)
  0	-10	4	0.2	-7	3.5	-7	4	2	9
62: CNC(=O)C(=O)NCC1OCCN1S(=O)(=O)c1ccc(OC)c(OC)c1 (configuration not stated)
  2	0	-4	0.5	1	1.3	1	1	4	4
63: Cc1sc2nc(SCCO)n(-c3ccccc3)c(=O)c2c1C
  -5	3	-2	0.2	-5	1.2	-7	-21	-1	3
